BLM inh – qHTS Assay for Inhibitors of Bloom's syndrome helicase (BLM); AID 2528, 2010; 350,000 tested, 0.2% active; recombinant BLM DNA unwinding, fluorescence dequenching; Potency, µM (doses to about 56.1 µM), inactives show top-dose activity change, negative = inhibition, most hits filed as inhibitors;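 also: plate controls were vehicle for no effect and no enzyme for full effect; nearly all actives have a fitted effect of over 35% in size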
G9a inh – qHTS Assay for Inhibitors of Histone Lysine Methyltransferase G9a | Histone-lysine N-methyltransferase EHMT2 (Homo sapiens), Q96KQ7 | G9a H3K9 monomethylation, AlphaScreen, 2 h | Potency, µM (doses to about 102 µM), for inactives: at the highest dose activity, negative = inhibition, actives largely listed as inhibitors | 350,000 tested, 8.8% active; also: % is scaled to controls: 0 for no effect and ±100 for the full control effect; nearly all actives have a fitted effect of over 75% in size
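Enzyme 20 nM + cpd, 15 min RT; add b-H3K9 pep 500 nM / SAM 20 uM; 2 h RT; anti-H3K9me1 Ab 0.5 ug/mL + SA donor / anti-rabbit acceptor beads 20 ug/mL each, 10 min; AlphaScreen read.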
Pol kappa inh – qHTS for Inhibitors of Polymerase Kappa | purified Pol kappa, fluorescent DNA synthesis assay, 10 min | Potency, µM (top dose mostly 107 µM), inactives show at the highest dose activity, negative = inhibition, usual class: inhibitors | 400,000 tested, 0.53% active | AID 588579, 2011; also: % is scaled to controls: 0 for no effect and ±100 for the full control effect
Target sequence (Q9UBT6 whole entry, looked up): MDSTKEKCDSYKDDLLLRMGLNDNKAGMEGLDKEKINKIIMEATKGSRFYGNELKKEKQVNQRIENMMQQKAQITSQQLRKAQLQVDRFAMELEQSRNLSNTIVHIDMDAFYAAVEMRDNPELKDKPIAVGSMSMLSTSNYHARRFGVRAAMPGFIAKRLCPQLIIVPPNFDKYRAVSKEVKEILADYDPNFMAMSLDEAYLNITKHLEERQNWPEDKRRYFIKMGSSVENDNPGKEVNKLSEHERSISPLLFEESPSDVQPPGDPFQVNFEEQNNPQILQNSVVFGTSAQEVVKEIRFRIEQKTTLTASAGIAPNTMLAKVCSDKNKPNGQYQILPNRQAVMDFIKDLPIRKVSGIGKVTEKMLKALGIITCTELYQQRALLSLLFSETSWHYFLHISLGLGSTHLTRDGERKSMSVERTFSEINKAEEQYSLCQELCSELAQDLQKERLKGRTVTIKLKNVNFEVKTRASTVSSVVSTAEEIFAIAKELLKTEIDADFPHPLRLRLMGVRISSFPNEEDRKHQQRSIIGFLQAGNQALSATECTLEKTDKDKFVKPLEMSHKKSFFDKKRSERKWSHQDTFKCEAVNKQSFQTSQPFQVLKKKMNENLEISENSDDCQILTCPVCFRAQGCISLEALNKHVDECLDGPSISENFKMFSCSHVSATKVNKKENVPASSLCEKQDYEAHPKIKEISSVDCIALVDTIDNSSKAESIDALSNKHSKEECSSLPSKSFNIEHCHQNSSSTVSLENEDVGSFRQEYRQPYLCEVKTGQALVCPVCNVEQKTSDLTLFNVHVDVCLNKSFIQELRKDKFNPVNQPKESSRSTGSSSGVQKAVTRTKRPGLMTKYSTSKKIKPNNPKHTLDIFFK
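10 nM Pol kappa was preincubated with compounds for 15 min at room temperature. Reaction started with 50 nM (final) substrate. Fluorescence read kinetically at 0 and 10 min.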
POLH inh – qHTS for Inhibitors of Polymerase Eta; DNA polymerase eta (Homo sapiens), Q9Y253; recombinant Pol eta, fluorescent DNA replication assay; Potency, µM (doses to about 114 µM), inactives show at the top dose activity change, negative = inhibition, actives largely listed as inhibitors; 390,000 tested, 1.2% active; also: % is scaled to controls: 0 for no effect and ±100 for the full control effect
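Fluorescent replication assay: 50 nM final substrate added after a 15 min room-temperature compound preincubation with 10 nM enzyme. Signal taken at 0 min and again at 10 min.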
APEX1 inh – qHTS Assay for Inhibitors of the Human Apurinic/apyrimidinic Endonuclease 1 (APE1) | recombinant APE1, TAMRA/BHQ-2 abasic DNA cleavage fluorescence | Potency, µM (titrated, usually from 65.8 µM), inactives show at the top dose activity change, negative = inhibition, most hits filed as inhibitors | 350,000 tested, 0.35% active | AID 2517, 2012;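 also: plate controls were vehicle for no effect and reference inhibitor for full effect; nearly all actives have a fitted effect of over 55% in size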
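Measures dequenching upon AP-site incision of a 5'-TAMRA/3'-BHQ-2 THF-containing duplex, 50 nM; human APE1 0.75 nM after 15 min room-temperature exposure to compound; kinetic three-point read at one-minute spacing.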
Pol iota inh – qHTS for Inhibitors of Polymerase Iota; 390,000 tested, 1% active; Potency, µM (series often up to 115 µM), for the others: top-dose activity, negative = inhibition, actives largely listed as inhibitors; AID 588590, 2011; DNA polymerase iota (Homo sapiens), Q9UNA4; Pol iota fluorescent replication assay, 10 min
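Pol iota at 10 nM preincubated 15 min with compounds at room temperature; reaction started with fluorescent substrate, 50 nM final. Fluorescence read kinetically at 0 and 10 min; buffer-only wells as negative control.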
Pol beta inh – qHTS Assay for Inhibitors of DNA Polymerase Beta. Pol beta primer extension/strand displacement, fluorescence kinetic. Potency, µM (top dose mostly 114 µM), inactives show at the top dose activity change, negative = inhibition, hits mostly inhibitors. 340,000 tested, 1.3% active; also: % is scaled to controls: 0 for no effect and ±100 for the full control effect
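Values derive from four-parameter Hill fits of normalized kinetic data: reads at 0 and 10 min following addition of 50 nM substrate to 10 nM Pol beta preincubated 15 min with compound.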
BAZ2B block – qHTS Assay for Inhibitors of BAZ2B. AlphaScreen BAZ2B-H3K14Ac peptide displacement. Potency, µM (highest dose often 114 µM), for the others: top-dose activity change, negative = inhibition, most hits filed as inhibitors. 360,000 tested, 4.4% active; also: % is scaled to controls: 0 for no effect and ±100 for the full control effect; nearly all actives have a fitted effect of over 60% in size
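In this displacement format the biotinylated H3(5-23) peptide acetylated at Lys14 serves as ligand at 50 nM, with BAZ2B at 50 nM in PBS pH 7.4 containing 0.01% Tween-20. Donor and acceptor beads are 10 ug/mL final.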
Apoferritin bind – qHTS Assay for Identification of Novel General Anesthetics | Ferritin light chain (Equus caballus), P02791 | apoferritin/1-aminoanthracene competitive binding, fluorescence | Potency, µM (titrated, usually from 77.5 µM), for inactives: top-dose activity change, negative = displacement, most hits filed as inhibitors | 350,000 tested, 0.074% active; also: % is scaled to controls: 0 for no effect and ±100 for the full control effect; nearly all actives have a fitted effect of over 20% in size
Target sequence (P02791 2-175 limits assumed): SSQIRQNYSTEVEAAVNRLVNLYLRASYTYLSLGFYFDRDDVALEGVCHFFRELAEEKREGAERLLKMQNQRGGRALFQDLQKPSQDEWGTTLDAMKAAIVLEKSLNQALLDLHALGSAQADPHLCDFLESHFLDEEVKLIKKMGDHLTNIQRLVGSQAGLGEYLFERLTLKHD
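Horse-spleen apoferritin (10 uM) was mixed with 50% saturated 1-aminoanthracene in PBS, exposed to compounds for 10 min at room temperature, and read for fluorescence (ex 380 nm, em 535 nm). Competitive displacement was fitted with a four-parameter Hill equation.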
* marks the source's active call; other numbers are inactive results; u = inconclusive; x = no result given; & = joins results of further samples; [ ] = another dose, or the depositor's remark. Calls follow the shape of the dose curve; as a rule, active = well fitted curve in the direction sought with a large enough effect; inconclusive = small, poorly fitted or top-dose-only effect, or another doubt; inactive = no such curve, though single readings can be large; an effect the other way counts as inactive or inconclusive. Potency is read from the fitted curve at half-maximal effect. Some of the compounds tested; rates above refer to the full screens.

Compound,BLM inh,G9a inh,Pol kappa inh,POLH inh,APEX1 inh,Pol iota inh,Pol beta inh,BAZ2B block,Apoferritin bind
CCN1C(=O)[C@H]2[C@@H](c3ccc(Cl)cc3)N3C(=O)CN(CCOC)C(=O)[C@@]3(C)[C@H]2C1=O,-2%,x,-18%,-9%,-12%,2%,61%,0%,-7%
Cc1cccc(/C=N/NC(=O)Cc2cccs2)c1,-4%,37%[59 µM],10%,-17%,-6%,-7%,-19%,0%,-11%
O=C(NCc1ccccc1)C(c1ccncc1)N(C(=O)c1csnn1)c1cccc(F)c1 (configuration not stated),-4%,u,2%,-4%,46%[activator],47%[activator],0%,0%,-3%
Nc1nc(N)nc(-c2ccccc2O)n1,1%,-2%[59 µM],-10%,-14%,-7%,5%,-1%,-8%,-5%
Cc1ccc(-n2nnnc2SCC(=O)NCC2CCCO2)cc1C (configuration not stated),x,-7%,-8%,-2%,-12%,13%,x,-6%,x
COc1ccc(C)cc1NC(=O)c1c(C)oc2ncn(CC(C)C)c(=O)c12,-3%,-23%[59 µM],3%,-25%,x,33%[activator],13%,-6%[57.1 µM],-4%
Cc1cccc(S(=O)(=O)Nc2nc3ccccc3nc2Nc2cccc(C(=O)O)c2)c1,3%,-28%,-8%,-6%,18%,-20%,3%,-16%,2%
CC(C)OC(=O)CN1CCN(S(=O)(=O)c2cc(Cl)ccc2Cl)CC1,-9%,-26%[12.7 µM],-10%,1%,-1%,5%,-3%,14%,-2%
COc1ccc(N(CC(=O)NN=C2CCN(C)CC2)S(=O)(=O)c2ccc(NC(C)=O)cc2)cc1,-1%,-2%,-4%,-8%,0%,-14%,-1%,-11%,-17%
O=C1CCc2ccc(OCCCCN3CCN(c4cccc(Cl)c4Cl)CC3)cc2N1,-5%&-4%,160%[activator][59 µM],14%,-13%,4%&-3%,23%,9%,16%,-5%&-20%

Reprinted from the part before: 3 entries; new compounds follow.
Compound,BLM inh,G9a inh,Pol kappa inh,POLH inh,APEX1 inh,Pol iota inh,Pol beta inh,BAZ2B block,Apoferritin bind
CC(C)OC(=O)CN1CCN(S(=O)(=O)c2cc(Cl)ccc2Cl)CC1,-9%,-26%[12.7 µM],-10%,1%,-1%,5%,-3%,14%,-2%
COc1ccc(N(CC(=O)NN=C2CCN(C)CC2)S(=O)(=O)c2ccc(NC(C)=O)cc2)cc1,-1%,-2%,-4%,-8%,0%,-14%,-1%,-11%,-17%
O=C1CCc2ccc(OCCCCN3CCN(c4cccc(Cl)c4Cl)CC3)cc2N1,-5%&-4%,160%[activator][59 µM],14%,-13%,4%&-3%,23%,9%,16%,-5%&-20%
COc1ccc(-n2ncc(C(=O)NCCN3CCOCC3)c2C2CCN(C(=O)OC(C)(C)C)CC2)cc1,-7%,-20%[59 µM],-15%,-8%,x,-6%,-3%,12%[57.1 µM],-5%
CCOC(=O)COc1ccc(Br)cc1C1NC(=O)NC(C)=C1C(=O)NCc1ccccc1 (configuration not stated),0%,1%[59 µM],-7%,-17%,-6%,32%,15%,-38%[57.1 µM],-18%
O=S(=O)(NCCc1ccc(Cl)cc1)c1cccc2cccnc12,-1%,u,-8%,-4%,10%,-10%,-9%,3%,-11%
Nc1ncnc(Oc2cccc3cccnc23)c1[N+](=O)[O-],-3%,u,-8%,-6%,3%,53%[activator],35%,45µM*,-11%
C=CCN1c2ccccc2[C@]23C[C@@H](C(=O)OC)N(C(=O)c4ccc(Br)cc4)C2=NC(C(=O)OC)=C(C(=O)OC)[C@H]13,-9%[12.4 µM],-6%[12.7 µM],-7%,-12%,-4%[12.4 µM],-4%,3%,u,7%
CCc1ccc(C(=O)COC(=O)CNC(=O)Cc2ccccc2)cc1,-4%,0%,-5%,-11%,62%[activator],59%[activator],12%,-16%,u
O=C(C1CCN(S(=O)(=O)c2cccc3nonc23)CC1)N1CCN(c2ccccc2F)CC1,-1%,-3%[59 µM],-4%[60.1 µM],-18%,x,14%,22%,u,1%
COc1cc2c(cc1C1NC(=S)NC(C)=C1C(N)=O)CCCC2 (configuration not stated),-10%,3%[12.7 µM],-5%[60.1 µM],-8%,-3%,19%,4%,u,-4%
CCOC(=O)c1c(C)c(C(=O)NCc2ccco2)c(C)n1Cc1ccccc1,-8%,u,-36%,u,-1%,u,40µM*,u,-5%
COc1ccc(C2CC(c3ccccc3)=NN2C(=O)COC(=O)C2CC2)cc1 (configuration not stated),-10%,-42%[59 µM],-23%,-10%,-10%,9%,9%,-21%,-15%
CCC(C(=O)NCCc1c[nH]c2ccc(C)cc12)c1ccccc1 (configuration not stated),-8%,-13%,1%,-6%,18%,-7%,-2%,-23%,1%
O=S(=O)(NCC(c1cccnc1)N1CCc2ccccc2C1)c1ccccc1 (configuration not stated),-2%,14%,-8%,-15%,24%,23%,-20%,-17%[57.1 µM],-20%
COc1cc(CN2CCCCCC2)cc(OC)c1OC,0%,32µM*,2%,0%,-5%,41%[activator],u,u,-5%
N#CC(C(=O)NC1CCCCC1)=C1CCCCC1,1%,25%[59 µM],-7%,-11%,8%,185%[activator],16%,6%,1%
O=C(O)CCCN=CC1=C(O)CNC1=O,-2%,u,6%,-17%,-4%,42%[activator],-7%,-18%,-3%
COC(=O)c1ccc(CSc2nnc3n(Cc4ccccc4OC)c(=O)c4ccccc4n23)o1,-1%,45µM*,-6%,-13%,-6%,41%[activator],12%,-32%,-19%
Cc1ccc(COCCN2CCN(S(=O)(=O)c3ccccc3)CCC2=O)cc1,6%,-3%[12.7 µM],21%,-12%,18%,2%,14%,8%,-14%
C[C@@]12CC(=O)NC1N(C(=O)c1ccccc1)C(c1ccccc1OC(=O)c1ccccc1)C2 (some centres not stated),-1%,13%[12.7 µM],-10%,1%,-1%,14%,3%,-2%,-6%
COc1ccc(CN2CCNC(=O)C2CC(=O)NCCCn2cccn2)cc1C (configuration not stated),-2%,11%[0.501 µM],-16%,-6%,-19%,7%,0%,-15%,-8%
COc1ccc(Cl)cc1N1C(=O)CN(Cc2cc(OC)c(OC)c(OC)c2)C1=S,-10%,35µM*,-1%,-3%,19%,-6%,1%,-27%,-6%

Continuation.
Keys – A = BLM inh; B = G9a inh; C = Pol kappa inh; D = POLH inh; E = APEX1 inh; F = Pol iota inh; G = Pol beta inh; H = BAZ2B block; I = Apoferritin bind
COc1ccc(C(CNC(=O)C2CC2)N(C)C)cc1 (configuration not stated)
  A: 1%	B: 29%	C: -18%	D: -1%	E: 29%	F: -6%	G: 10%	H: -6%	I: -2%
COc1cc2c(cc1OC)C(C)N(C(C)=O)CC2 (configuration not stated)
  A: -3%	B: -31%[59 µM]	C: -3%	D: -10%	E: -3%	F: 10%	G: 1%	H: -12%	I: -12%
CCSc1nc(O)cc(=O)[nH]1
  A: -2%	B: 7%[12.7 µM]	C: -4%	D: u	E: -5%	F: -26%	G: 47%	H: -18%	I: -7%
COc1ccccc1C(=O)n1nc(-c2ccco2)nc1NCc1ccc(Cl)cc1
  A: -11%	B: u	C: -2%	D: x	E: x	F: 16%	G: u	H: u	I: -1%
CCOC(=O)CCNC(=O)N1CCCC(C(=O)c2cc(C)c(OC)c(C)c2)C1 (configuration not stated)
  A: 0%	B: 29%	C: -2%	D: -24%	E: -3%	F: 116%[activator]	G: 10%	H: 11%	I: -8%
CC(C)Nc1nc2n(c(=O)n1)CCN2C(C)C
  A: -3%	B: -9%[12.7 µM]	C: 10%	D: -9%	E: -2%	F: 8%	G: 19%	H: -3%	I: -6%
CC(=O)Nc1nonc1-c1nnc(SCC(=O)Nc2ccc(C)cc2C)n1C
  A: -1%	B: 7%[59 µM]	C: -1%	D: 2%	E: x	F: 19%	G: 2%	H: -6%	I: 1%
Cc1ccc(NC(=O)COc2coc(CN3CCc4ccccc4C3)cc2=O)cc1Cl
  A: x	B: u	C: -5%	D: 4%	E: 7%	F: 15%	G: x	H: 4%	I: x
CCC(=O)NCc1c(C)c(C)n(Cc2ccccc2)c1-n1cccc1
  A: -4%	B: u	C: 12%	D: -19%	E: -4%	F: 22%	G: 13%	H: -30%	I: -11%
CCOC(=O)N1CCN(C(=O)CN(c2cccc(C(F)(F)F)c2)S(=O)(=O)c2ccccc2)CC1
  A: -1%	B: -13%[59 µM]	C: -10%	D: -3%	E: -2%	F: 15%	G: 16%	H: -9%	I: -23%
CCC(C)NC(=O)c1cc(-c2cccc(OC)c2)on1 (configuration not stated)
  A: -1%	B: 0%[59 µM]	C: 0%	D: -12%	E: x	F: 1%	G: 1%	H: 15%	I: -6%

Two of the compounds above, field by field:
> CCOC(=O)N1CCN(C(=O)CN(c2cccc(C(F)(F)F)c2)S(=O)(=O)c2ccccc2)CC1
  BLM inh = -1%
  G9a inh = -13%[59 µM]
  Pol kappa inh = -10%
  POLH inh = -3%
  APEX1 inh = -2%
  Pol iota inh = 15%
  Pol beta inh = 16%
  BAZ2B block = -9%
  Apoferritin bind = -23%
> Cc1ccc(NC(=O)COc2coc(CN3CCc4ccccc4C3)cc2=O)cc1Cl
  BLM inh = x
  G9a inh = u
  Pol kappa inh = -5%
  POLH inh = 4%
  APEX1 inh = 7%
  Pol iota inh = 15%
  Pol beta inh = x
  BAZ2B block = 4%
  Apoferritin bind = x

Screening results deposited in PubChem BioAssay by National Center for Advancing Translational Sciences (NCATS).
